# High-throughput results deposited in PubChem by National Center for Advancing Translational Sciences (NCATS).
# TGFb inhibitor = TGF-b pathway inhibition. HepG2 CAGA-GFP TGF-b/SMAD3 reporter, GFP fluorescence, 18 h; TGF-beta stimulated, 500 pg/mL final. Potency, µM (doses to about 46.1 µM), for the others: at the highest dose activity, negative = inhibition, most hits filed as inhibitors. 410,000 tested, 1.2% active. AID 588855; note: potency is the fitted concentration of half-maximal effect; % is set by controls: 0 for no effect and ±100 for the full control effect; nearly all actives have a fitted effect of over 65% in size
#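 Inhibition was scored as loss of TGF-beta-induced (500 pg/mL final, 18 hours, 37 degrees C) GFP in HEPG2 cells carrying a CAGA-GFP reporter, in DMEM with 1% FBS. Well GFP was summed per cell; Activity was normalised to unstimulated and stimulated DMSO wells, then concentration-response fitting.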
# EPAC2 ag = agonists of human EPAC2 (RAPGEF4); EPAC2 activation, biochemical qHTS; response scale: 100% = 6.5 mM cAMP response; Potency, µM (series often up to 154 µM), for the others: at the top dose activation, hits mostly activators; 360,000 tested, 0.079% active; AID 720711; note: potency is the fitted concentration of half-maximal effect; nearly all actives have a fitted effect of over 50% in size
# Target sequence (Q8WZA2 whole entry, looked up): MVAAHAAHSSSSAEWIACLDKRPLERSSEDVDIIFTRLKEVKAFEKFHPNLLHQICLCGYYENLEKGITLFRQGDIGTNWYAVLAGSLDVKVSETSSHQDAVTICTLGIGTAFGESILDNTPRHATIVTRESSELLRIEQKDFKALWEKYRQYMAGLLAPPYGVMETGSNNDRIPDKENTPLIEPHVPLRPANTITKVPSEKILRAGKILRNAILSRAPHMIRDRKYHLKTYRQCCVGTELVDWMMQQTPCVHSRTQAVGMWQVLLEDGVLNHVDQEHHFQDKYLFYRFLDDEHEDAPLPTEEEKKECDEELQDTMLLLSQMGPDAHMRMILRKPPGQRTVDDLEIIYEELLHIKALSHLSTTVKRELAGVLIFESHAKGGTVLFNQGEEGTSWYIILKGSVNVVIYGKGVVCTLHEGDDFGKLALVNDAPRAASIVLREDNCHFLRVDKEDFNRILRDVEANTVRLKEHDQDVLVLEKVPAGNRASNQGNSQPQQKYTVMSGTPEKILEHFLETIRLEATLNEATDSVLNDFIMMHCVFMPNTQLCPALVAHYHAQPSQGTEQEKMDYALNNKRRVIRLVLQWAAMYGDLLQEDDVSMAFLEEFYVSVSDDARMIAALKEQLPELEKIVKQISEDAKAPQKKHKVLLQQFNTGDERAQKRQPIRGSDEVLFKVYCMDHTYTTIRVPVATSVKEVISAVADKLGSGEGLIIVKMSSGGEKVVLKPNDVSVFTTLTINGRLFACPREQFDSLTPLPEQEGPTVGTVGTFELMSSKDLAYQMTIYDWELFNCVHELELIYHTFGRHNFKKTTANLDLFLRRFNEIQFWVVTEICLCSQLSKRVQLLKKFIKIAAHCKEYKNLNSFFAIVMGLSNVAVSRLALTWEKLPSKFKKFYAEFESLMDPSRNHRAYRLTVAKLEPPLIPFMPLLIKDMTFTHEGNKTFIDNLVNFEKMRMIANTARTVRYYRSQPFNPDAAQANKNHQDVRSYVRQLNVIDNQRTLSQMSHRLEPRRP
#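 Readout is BODIPY fluorescence (480 nm excitation, 540 nm emission), which falls as labeled GDP is exchanged off Rap1B. EPAC2 at 100 nM acted on 250 nM RAP1B-BODIPY-GDP with 50 uM GDP present.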
# CCT modulator = cytosolic chaperonin activity modulation; purified chaperonin ATPase assay, HTRF ADP detection, 30 min; activity change, % (no concentration beside the values), hits read low; 360,000 tested, 0.3% active; AID 651819; in the data active = activity change below about -30%; note: % is set by controls: 0 for no effect and ±100 for the full control effect
#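 Enzyme 40 or 20 nM (batch-dependent) in Tris pH 7.4/KCl/MgCl2/DTT; cpd 76 uM single point; ATP 10 uM; 30 min 37 °C; Transcreener ADP HTRF detection, 30 min RT; ratio 665/615.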
# MmCpn inh = blocks the Methanococcus maripaludis chaperonin Mm-Cpn. purified Mm-Cpn ATPase, ADP Transcreener TR-FRET. Potency, µM (series often up to 76.9 µM), inactives show top-dose activity, negative = inhibition, hits mostly inhibitors. 330,000 tested, 0.031% active. AID 504842; note: potency is the fitted concentration of half-maximal effect; % is set by controls: 0 for no effect and ±100 for the full control effect; nearly all actives have a fitted effect of over 80% in size
#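 25 nM Mm-CPN + cpd, 10 min 37°C; + 10 uM ATP, 30 min 37°C; buffer 30 mM Tris pH 7.4, 100 mM KCl, 5 mM MgCl2, 1 mM DTT; Transcreener ADP HTRF detection 30 min RT.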
# A549 viability = counter-screen for Nrf2 inhibitors: cytotoxicity in A549 cells. A549 ARE-Fluc cells, CellTiter-Fluor viability, 18-24 h. Potency, µM (series often up to 46 µM), without a hit: top-dose activity change, negative = cytotoxicity, most hits filed as inhibitors. 390,000 tested, 0.16% active. AID 504648; note: potency is the fitted concentration of half-maximal effect; % is set by controls: 0 for no effect and ±100 for the full control effect
#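 Cytotoxicity counterscreen: CellTiter-Fluor fluorescence was measured in A549 ARE_Fluc cells after 18-24 h of compound exposure in a concentration series. The subsequent BugLite luminescent read reports ARE-luciferase activity.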
# pAkt inh = inhibitors of Akt phosphorylation | activity change, % for hits at 50 µM | 360,000 tested, 0.32% active | AID 651550 | Neuro2A IGF-stimulated pAkt S473 HTRF, 20 min; stronger effect = lower value; in the data active = activity change below about -80%; inconclusive = mostly about -51% to -80%; note: % is set by controls: 0 for no effect and ±100 for the full control effect
#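 Neuro2A cells in DMEM with 0.5% FBS, overnight at 37 deg C, given compound at single 50 µM final, then IGF (6 nM final) for 20 min at 37 deg C. Lysed; phospho-Akt Ser473 by HTRF after 24 h, 665/615 ratio.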
# Nrf2 inh = Nrf2 pathway inhibition; Potency, µM (doses to about 46 µM), inactives show at the top dose activity change, negative = inhibition, most hits filed as inhibitors; 360,000 tested, 2.1% active; A549 ARE-Fluc reporter, luciferase luminescence, 18-24 h; note: potency is the fitted concentration of half-maximal effect; % is set by controls: 0 for no effect and ±100 for the full control effect; nearly all actives have a fitted effect of over 60% in size
#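 Two sequential reads on A549 ARE_Fluc cells exposed to compound for 18-24 h: a CellTiter-Fluor fluorescence read for viability, then a luciferase luminescence read for Nrf2/ARE activity.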
# Nrf2 ARE act = activators of Nrf2 (ARE) signaling; AREc32 ARE-luciferase reporter (MCF7-derived line), luminescence, 24 h; Potency, µM (titrated, usually from 46.1 µM), for inactives: at the top dose activation, actives largely listed as activators; 410,000 tested, 0.31% active; AID 624171; note: potency is the fitted concentration of half-maximal effect; % of control where 0% means no effect; nearly all actives have a fitted effect of over 65% in size
#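 Luminescent ARE reporter assay in AREc32_Fluc cells: overnight plating at 37 deg C, 24 hr compound incubation, Steady-Glo added, 30 min RT before reading.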
# EPAC2 antagonist = antagonists of human EPAC2 | AID 720708 | Q8WZA2 | Potency, µM (top dose mostly 114 µM), for the others: at the highest dose activity, negative = inhibition, usual class: inhibitors | 360,000 tested, 0.18% active | EPAC2 GEF exchange of Rap1B-BODIPY-GDP, fluorescence; note: potency is the fitted concentration of half-maximal effect; % is set by controls: 0 for no effect and ±100 for the full control effect; nearly all actives have a fitted effect of over 45% in size; many of its hits are not listed in these tables
# * marks the source's active call; other numbers are inactive results; i = inactive; ? = inconclusive; · = not tested or not shown; & = joins results of further samples; [ ] = dose if it differs, or a comment. Unless noted, calls come from the whole dose curve; as a rule, active = well fitted curve in the direction sought with a large enough effect; inconclusive = small, poorly fitted or top-dose-only effect, or another doubt; inactive = no such curve, though single readings can be large; an effect the other way counts as inactive or inconclusive. The list is partial; count on the stated rates, not on these rows.
# Every second line gives: EPAC2 antagonist	Nrf2 inh	CCT modulator	A549 viability	MmCpn inh	pAkt inh	EPAC2 ag	Nrf2 ARE act	TGFb inhibitor
CC(=O)c1c(C)n(C)c2ccc(O)cc12
    -6%	0%	-5.1	-4%	-1%	·	-83%[inhibitor][15.6 µM]	-1.1%	?
CCn1nc(C(=O)NCc2nnc3ccccn23)c2ccccc2c1=O
    25%	2%	0.2	-1%	0%	i	-2%	0.1%	18%
CC(=O)NC(CC(=O)Nc1cccc(S(=O)(=O)N2CCCCC2)c1)c1ccccc1 (stereo not given)
    3%	-18%	0.6	-4%	1%	i	-3%	-0.1%	0%
COc1ccc(OCCSc2nnc(-c3cccnc3)n2N)cc1
    18%	17%	-1.2	0%	2%	i	3%	0.6%	-1%
COc1cccc(NC(=O)Nc2ccc3c(c2)N(C)C(=O)CS3)c1
    -5%	?	2.9	-16%	-3%	i	17%	0.4%	-8%
CCCNC(=O)c1ccccc1NC(=O)c1ccccc1N(C)S(=O)(=O)c1ccccc1
    -9%	-8%	-2.6	0%	-7%	i	7%	0.0%	-3%
CCN1CCN(S(=O)(=O)c2ccc(Cl)c(C(=O)Nc3ccc(OC(F)F)cc3)c2)CC1
    11%	-6%	-0.3	8%	-2%	i	1%	1.8%	-22%
Cc1ccc(NC(=O)C2CCCN2S(=O)(=O)c2ccc3c(c2)CCC(=O)N3)cc1Cl (stereo not given)
    3%	-18%	-1.2	1%	3%	i	15%	2.9%	0%
CCN(CC)CCNC(=O)C1(O)c2cc(Br)ccc2NC(=O)N1c1cccc(OC)c1 (stereo not given)
    7%	0%	-0.9	-3%	2%	i	12%	0.1%	2%
NN1C(=O)NC(c2ccccc2)(c2ccccc2)C1=O
    3%	-6%	-2.7	14%	2%	i	16%	0.1%	-12%
COc1ccc(C2C3=C(CCCC3=O)Nc3nc(SCc4ccc(C(=O)O)cc4)nn32)cc1OC (stereo not given)
    7%	11%	-0.1	-10%	-1%	i	3%	-0.5%	26%
Cc1sc(-c2ccncc2)nc1OC(=O)c1ccccc1
    1%	11%	0.6	-7%	-3%	i	3%	2.9%	6%
CCC(=O)Nc1cccc(NC(=S)NC(=O)c2cc3ccccc3o2)c1
    -11%	?	-2.7	-2%	-1%	i	-15%	2.7%	8%
CSc1ccc(C(=S)N2CCCC2)cc1
    -6%	11%	-2.9	18%	-1%	i	16%	5.9%	-4%
CCCn1c(O)c(CN2CCCC(C)C2)c(C)c(C#N)c1=O (stereo not given)
    8%	3%	-0.7	-2%	-3%	i	14%	-0.5%	19%
CC(C)(CNC(=O)C1c2ccccc2-c2ccccc21)N1CCOCC1
    0%	6%	0.0	-4%	2%	i	5%	-0.6%	3%
N#Cc1ccc(C(=O)OCC(=O)N2CCCC2)cc1
    3%	-5%	0.3	4%	-15%	i	14%	-0.7%	1%
O=C(Nc1nnc(-c2ccco2)s1)c1ccccc1
    -3%	?	-1.7	-5%[1.84 µM]	-9%	i	-2%	?	1%
O=C(c1ccco1)N1CCN(C2CN(C3CCCC3)S(=O)(=O)C2)CC1 (stereo not given)
    19%	·	1.6	·	·	i	6%	0.0%	5%
COc1ccc(OCC(=O)Nc2ccc3c(c2)nc(CCNC(=O)c2ccco2)n3C)cc1
    ·	5%	·	1%	·	·	·	0.1%	-18%

# More records follow.
# Every second line gives: EPAC2 antagonist	Nrf2 inh	CCT modulator	A549 viability	MmCpn inh	pAkt inh	EPAC2 ag	Nrf2 ARE act	TGFb inhibitor
COCCn1c(C)cc(C(=O)CN2C(=O)NC3(CCCCCC3)C2=O)c1C
    -2%	?	0.6	-1%	-7%	i	4%	0.3%	-6%
CCc1ccc2c(c1)C(C)=CC(C)(C)N2
    6%	13%	-2.9	0%	-1%	i	-2%	0.3%	7%
CCC1(CC)C(=O)C2=C3C1[C@H](C(=O)OC)CC(C(=O)OC)C[C@H]3[C@H]1C(=O)N(c3ccccc3)C(=O)[C@H]1[C@H]2C (stereo not given in full)
    5%	10%&-5%	-2.1	6%&-1%	·	i	4%	-0.7%	2%&2%
C/C(=N\NC(=O)c1cc2ccccc2cc1O)c1cccs1
    19%	?	0.4	1%	-3%	i	-4%	-0.2%	3%
C/C(=N\NC(=O)c1ccccc1OCc1ccc(F)cc1)c1ccccn1
    -20%	?	-4.5	?	0%	i	10%	-3.1%	11µM*
O=C1NC(=Nc2ccccc2)c2ccc([N+](=O)[O-])cc21
    9%	-11%	-0.4	5%	?	i	8%	0.3%	2%
COC(=O)c1cccc(CC2(C)C(=O)Nc3ccc(OC(F)(F)F)cc32)c1 (stereo not given)
    -29%	·	-1.1	·	·	i	-2%	2.2%	?
C/C(=N\NC(=O)c1ccncc1)c1ccc(N(C)C)cc1
    1%	?	-3.1	-4%	3%	i	-6%	0.4%	-21%
CCOc1ccc(NC2OC(C)C(O)C(O)C2O)c([N+](=O)[O-])c1 (stereo not given)
    -6%	0%	0.3	-9%	-18%	i	-3%	-0.4%	-2%
CCOC(=O)c1c(NC(=O)CSc2nnc(-c3cccnc3)o2)sc2c1CCC2
    -2%	9%	-11	2%	0%	i	0%	0.3%	11%
Nc1c2c(nn1-c1ccccc1)CCC2
    ?	?	-2.2	2%	-7%	i	10%	1.5%	4%
CC(C)Nc1nnc(SCC(=O)N2CCN(C(=O)c3ccco3)CC2)s1
    21%	19%	1.5	10%	0%	i	3%	-0.3%	?
O=C(NCCN1CCN(c2ccccc2)CC1)C1(S(=O)(=O)c2ccc(Cl)cc2)CC1
    -9%	6%	-4.4	1%	-1%	i	13%	0.4%	-12%
O=C1CN(C(=O)COC(=O)CNS(=O)(=O)/C=C/c2ccccc2)c2ccccc2N1
    -1%	-6%	-1.5	-11%	-3%	i	4%	-0.4%	9%
CCCN(CC(=O)Nc1ccccc1C)C(=O)C1CCN(S(=O)(=O)c2ccc(C)c(C)c2)CC1
    -11%	·	-0.8	·	·	i	10%	-2.2%	3%
C[C@H](NC(=O)c1ccco1)C(=O)Nc1ccc2c(c1)OCO2
    2%	?	0.7	1%	1%	i	18%	3.9%	3%
CC(=O)c1ccc(Nc2nc(-c3sc(C)nc3C)cs2)cc1
    -4%	·	-0.8	·	·	i	5%	11%	-3%
CCn1c(SCC(=O)Nc2cccc(C(C)=O)c2)nnc1C(C)C
    -4%	8%	-0.2	5%	2%	i	10%	3.0%	1%
Cc1c(Br)c(=O)oc2c(C)c(O)ccc12
    3%	9%	-1.4	2%	-13%	i	-3%	0.1%	-7%
CCCN(CC(=O)Nc1ccccc1OC)C(=O)CN1C(=O)NC(C)(C)C1=O
    4%	·	-1.0	·	·	i	1%	0.4%	-5%

# Continuation.
# Every second line gives: EPAC2 antagonist	Nrf2 inh	CCT modulator	A549 viability	MmCpn inh	pAkt inh	EPAC2 ag	Nrf2 ARE act	TGFb inhibitor
Cc1cc(C(=O)NCCc2ccc(Cl)cc2)no1
    8%	0%	-3.5	-2%	-3%	i	15%	2.4%	21%
COc1ccccc1NC(=O)Cc1nnc(SCC(=O)Nc2nccs2)n1C
    7%	-15%	-0.8	1%	1%	i	8%	2.5%	10%
CCOc1ccccc1CN1CCNC(=O)C1CC(=O)NCc1ccccn1 (stereo not given)
    1%	9%	-0.6	11%	1%	i	17%	-0.9%	0%
COc1cccc(NC(=S)Nc2cc(C)cc(C)n2)c1
    -2%	?	0.1	0%	-22%	i	6%	5.7%	?
COc1ccc(-c2ccc(=O)n(Cc3cccc([N+](=O)[O-])c3)n2)cc1
    -5%	-4%	-1.0	0%	0%	i	23%	6.1%	21%
Cc1cc(-c2nc(C)c(-c3nnc(SCC(=O)Nc4cc(Cl)cc(Cl)c4)n3C)s2)no1
    -21%	-9%	-1.6	0%	?	i	1%	-0.8%	7%
c1cnc2c(Oc3ncnc4sccc34)cccc2c1
    -11%	-6%	1.8	-4%	1%	i	-5%	-0.3%	-4%
O=C(CCCCCn1c(=S)[nH]c2ccc(N3CCOCC3)cc2c1=O)NCc1ccc(Cl)cc1
    3%	-24%	-0.6	-11%	-2%	i	-2%	-0.5%	-14%
Cn1c(=O)oc2cc(S(=O)(=O)CCC(=O)NCc3ccc(Cl)cc3)ccc21
    ·	?	·	10%	·	·	·	-1.1%	-5%
CCOC(=O)N1CCC(NCCNC(=O)c2cccs2)CC1
    15%	16%	0.7	1%	?	i	-10%	-0.6%	-8%
CCOC(=O)C1(CCCc2ccccc2)CCN(C(=O)c2ocnc2C)CC1
    0%	-26%	-1.5	-4%	-3%	i	1%	2.8%	10%
COCCN(Cc1ccccc1)C(=S)Nc1ccc(OC(F)F)cc1
    -11%	-16%	2.5	0%	1%	i	13%	0.5%	-19%
O=C(CN1CCN(Cc2ccc(F)cc2Cl)CC1)NCc1ccccc1
    -2%	-8%	0.5	-1%	0%	i	7%	-0.8%	-28%
COc1ccc([N+](=O)[O-])cc1NC(=O)c1ccc(N2C(=O)CCC2=O)cc1
    2%	10%	-0.5	0%	-1%	i	-7%	0.2%	1%
CCOc1ccc(NC(=O)c2cc3ccccc3cc2O)cc1
    -3%	20%	-6.4	-5%	-1%	i	-9%	4.3%	-6%
COc1ccc(NC(=O)NCc2ccccc2F)cc1OC
    5%	-8%	-0.5	13%	0%	i	5%	-0.2%	-4%
COc1cc([N+](=O)[O-])ccc1NC(=O)CCS(=O)(=O)c1ccc2c(c1)n(C)c(=O)c(=O)n2C
    6%	-18%	-0.1	-6%	0%	i	8%	3.7%	14%
